# IMP-1 inhibitor – inhibitors of Pseudomonas aeruginosa IMP-1 metallo-beta-lactamase | purified IMP-1, nitrocefin hydrolysis, epi-absorbance fluorescence | inhibition, % at 5.6 µM | 290,000 compounds, 0.45% hits;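 active = inhibition above the mean plus 3 SD of all compounds in the same screening run, cut at about 4.5% in these data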;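 note: 0% = IMP-1 with DMSO and 100% = DMSO wells lacking enzyme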
#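 System: purified IMP-1 / Input: IMP-1 dispensed at 0.2 nM / Medium: 50 mM HEPES pH 7.1, 50 µM ZnSO4, 0.05% Brij 35 / Timing: 15 min enzyme–compound preincubation, then 25 min nitrocefin reaction, 25 °C / Technique: plate fluorescence quenching by hydrolysis product, ex 480/em 530 nm / Repeats: singlicate testing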
# pCIP destab – lowers stability of the mouse p/CIP coactivator protein; F442A p/CIP-EGFP cells, EGFP fluorescence, 16 h; decrease of EGFP signal, % at 10 µM; AID 1984; 290,000 compounds, 0.01% hits;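 active = EGFP signal decrease of at least 30% at 10 µM or well 3 SD below plate mean, unless failing retest; inactive = the rest, including hits failing retest or dose response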; note: some compounds called inactive have numbers as strong as hits; many of its hits are not listed in these tables
# VIM-2 inhibitor – blocks Pseudomonas aeruginosa VIM-2 metallo-beta-lactamase; purified VIM-2, nitrocefin hydrolysis, epi-absorbance fluorescence; inhibition, % at 5.6 µM; 290,000 compounds, 0.89% hits; AID 1527;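 active = inhibition above the mean of all tested compounds plus 3 SD, cutoff set per screening run, cut at about 7.5% in these data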;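 note: red hydrolysis product quenches plate fluorescence so inhibitors raise well fluorescence; 0% = enzyme with DMSO and 100% = DMSO without enzyme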
# SUMO HTRF inh – inhibitors of human SUMOylation (UBC9) | inhibition, % at 35 µM | HTRF SUMOylation assay, SAE1/SAE2 + UBC9, in vitro | 290,000 compounds, 0.36% hits; in the data active = inhibition above about 50%, passing the limit was not always enough; note: strong numbers were not always called active
# Target sequence (P63279 whole entry, looked up): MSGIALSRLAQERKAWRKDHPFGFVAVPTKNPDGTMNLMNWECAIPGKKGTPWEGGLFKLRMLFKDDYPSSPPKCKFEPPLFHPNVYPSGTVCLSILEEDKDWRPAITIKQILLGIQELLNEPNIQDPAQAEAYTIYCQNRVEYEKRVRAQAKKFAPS
# HCV NS3 hel inh – blocks Hepatitis C virus NS3 helicase unwinding; inhibition, % at 10.9 µM; NS3 helicase DNA unwinding, Cy5 molecular beacon fluorescence; 290,000 compounds, 0.56% hits; AID 1800;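 active = inhibition above the mean of all tested compounds plus 3 SD, set per campaign, cut at about 35% in these data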;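 note: 0% = DMSO wells and 100% = thioflavine S control wells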
#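 Compound dosing – single dose, 10.9 µM nominal final, DMSO 0.8% final · System – NS3 helicase fragment of HCV · Buffer or medium – MOPS pH 6.5, MgCl2, DTT, Tween20, BSA · Signal – Cy5 beacon fluorescence read at start and 1 h · Also added – annealed dual-labelled DNA beacon duplex, ATP-started · Schedule – 1 h at 25 °C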
# IDE cell activ – IDE (human) activation, cell-based; P14735; HEK cells, FAbeta-B cleavage, fluorescence polarization; 0% vehicle, 100% cell-free pure enzyme wells; AID 493087; 340,000 compounds, 0.073% hits; activation, % at 5.96 µM;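 active = activation above the mean of all tested compounds plus 3 SD, set per screening campaign, cut at about 17% in these data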
# IDE cell inh – inhibits human insulin-degrading enzyme in HEK cells; 320,000 compounds, 0.41% hits; inhibition, % at 5.59 µM; FAbetaB cleavage, fluorescence polarization;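 active = percent inhibition above the average of all tested compounds plus 3 SD, set per screening campaign, cut at about 16% in these data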;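 note: IDE supplied by intact live HEK cells; FP after avidin binding of uncleaved biotin substrate so inhibition keeps polarization high; 0% = DMSO wells and 100% = 60 µM reference IDE inhibitor Ii1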
# CRFR2-BP antag – antagonists of CRF-binding protein/CRF-R2 receptor complex; HEK293 CRF-R2/CRF-BP, CRF-induced calcium fluorescence; inhibition, % at 11.8 µM; 350,000 compounds, 0.59% hits;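 active = inhibition of the ligand-induced calcium signal above about 50% at the single tested concentration, limit read from the data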
# GalR3 antagonist – antagonists of human GalR3. O60755. HEK293 GalR3-CNG cAMP membrane potential fluorescence; galR3 body fused to GalR1 C-terminus. inhibition, % at 3 µM. 360,000 compounds, 0.44% hits;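 active = inhibition above the screen-wide average plus 3 SD, cut at about 13% in these data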;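 note: forskolin and galanin both at EC90 stimulate the cells; cAMP rise reported by CNG channel membrane potential dye signal; 0% = forskolin plus galanin with DMSO and 100% = forskolin alone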
# Target sequence (O60755 1-299 limits assumed): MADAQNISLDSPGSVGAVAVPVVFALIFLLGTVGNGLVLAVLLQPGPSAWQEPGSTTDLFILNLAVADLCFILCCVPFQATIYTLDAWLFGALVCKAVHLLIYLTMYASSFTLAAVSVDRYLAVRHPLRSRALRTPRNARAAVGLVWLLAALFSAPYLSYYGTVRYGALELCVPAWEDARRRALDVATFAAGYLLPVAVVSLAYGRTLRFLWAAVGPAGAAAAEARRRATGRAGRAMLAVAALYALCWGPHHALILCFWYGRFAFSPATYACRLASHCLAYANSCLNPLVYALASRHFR
# An asterisk follows results filed as active; . = no result given. Compounds were not picked by outcome; about 3.2% have a hit in one of these screens.
molecule	IMP-1 inhibitor	pCIP destab	VIM-2 inhibitor	SUMO HTRF inh	HCV NS3 hel inh	IDE cell activ	IDE cell inh	CRFR2-BP antag	GalR3 antagonist
CCOC(=O)COc1nc(C)cc(C(F)(F)F)c1C#N	2.0	2.4	1.0	8.1	17.2	.	-1.7	0.7	-2.7
COc1ccc(C(=O)N/N=C/c2cccnc2)cc1	-3.5	-17.0	0.4	14.8	6.7	-1.7	-2.7	17.9	-3.0
CCC(=O)Nc1ccc(NC(=O)CSc2nc3c(c(=O)n(C)c(=O)n3C)n2CC)cc1	-2.6	3.8	-1.3	1.9	-2.5	-1.3	3.4	7.8	-8.0
COc1cccc(N2CCN(CC(=O)NCc3ccccc3)CC2)c1	-1.2	2.3	-2.9	5.4	7.4	4.7	4.1	-10.9	-7.2
CCN(C[C@H]1N[C@@](C)(C(=O)OC)[C@H]2C(=O)N(Cc3ccccc3)C(=O)[C@@H]12)C(=O)Nc1ccccc1	.	.	.	.	.	0.8	-0.1	-4.5	-6.0
OCC1OC(n2cnc3c(NC4CCCCC4)ncnc32)C(O)C1O (stereo not drawn)	0.5	1.7	2.0	15.7	-4.4	2.7	6.4	1.3	35.8*
COCCN(C(=O)Nc1ccccc1)C(C)c1cccnc1 (stereo not drawn)	-1.8	-10.6	-2.7	-0.8	6.3	2.0	-3.7	-5.0	4.7
O=C(OCC(=O)N1CCCCC1)c1ccc(OC(F)(F)F)cc1	.	.	.	.	.	5.7	7.2	12.9	-6.6
O=C(c1cccc(C(F)(F)F)c1)N1CCN(c2cc(=O)[nH]nc2-c2ccccc2)CC1	-0.3	-9.3	0.6	5.7	1.2	5.2	-0.5	-25.7	-1.4
O=C(c1cccc(F)c1)N1CCC(N2CCCCCC2)CC1	-6.7	0.0	-2.1	-10.7	-1.7	1.7	1.6	6.9	-3.0
COc1ccc(OCC(=O)Nc2ccc(NC(=O)c3ccco3)cc2)cc1	-6.5	-9.8	-3.9	16.9	-3.6	2.5	3.7	-11.4	2.2
C/C(=N\NC(=O)c1nnn(-c2nonc2N)c1CN(C)c1ccccc1)c1cccnc1	0.0	2.8	-1.3	15.7	-9.4	-3.7	-3.8	-10.3	-6.5
CCOc1ccccc1N1CN(CC)CNC1=S	-0.3	9.7	0.8	-0.6	2.3	1.8	-0.3	-15.8	0.6
COc1ccc(CN(C(=O)Cc2c[nH]c3ccccc23)C(C(=O)NC2CCCCC2)c2ccc(C)o2)cc1 (stereo not drawn)	49.4*	-10.2	-2.2	-14.1	65.4*	5.4	1.3	13.9	-3.2
CCCC/C(O)=C1\C(=O)CC(C)(C)CC1=NCCCCCC(=O)O	-3.0	8.5	-1.5	11.2	-2.7	4.7	0.5	0.2	-7.4
Cc1ccc(C(=O)Nc2ccc(C(=O)NCC3CCCO3)cc2)cc1 (stereo not drawn)	-2.4	-3.9	-0.9	7.0	10.5	4.0	.	0.4	-8.0
Cc1c(Cl)cccc1NC(=O)CC1Oc2ccccc2NC1=O (stereo not drawn)	-1.5	-6.8	0.3	-6.6	-10.0	5.0	-1.8	-7.5	-9.4
O=C(O)CNC(=O)/C(=C\c1ccco1)NC(=O)c1ccco1	1.4	-0.4	2.3	20.3	0.9	1.4	.	10.3	-7.6
Cc1cc2ccccc2n1CCNC(=O)C1CCCC1	-1.6	-3.7	-1.9	1.4	-28.3	5.8	2.9	-13.3	-3.2
O=C(CN(C(=O)CNC(=O)c1cccs1)c1cccc(F)c1)NC1CCCCC1	1.0	-4.4	0.7	-13.1	5.5	3.1	1.3	-18.7	-7.6
O=C(COC(=O)C1CCN(c2ccc(C(F)(F)F)cn2)CC1)Nc1ncc(Cl)cc1Cl	.	.	.	.	.	-4.1	5.1	-10.6	-3.7
CCOC(=O)C1=C(C)OC(N)=C(C#N)C1c1ccc(C)o1 (stereo not drawn)	1.8	-5.7	-0.4	0.0	-3.7	-2.8	0.1	-8.8	-0.5
O=C(COc1ccc2ccccc2c1)N1CCCC1	-4.2	1.0	-3.0	-3.7	-0.1	7.2	1.5	8.5	-4.8
COc1ccc(CCN(CC(=O)NC2CCCC2)C(=O)CCC(=O)Nc2cc(C)on2)cc1OC	-2.7	-7.7	-4.6	-9.6	2.3	-0.6	1.9	3.1	6.4
NS(=O)(=O)c1cccc(NC(=O)Cc2ccc(Cl)c(Cl)c2)c1	-3.3	-8.9	-1.6	-15.3	3.2	-0.6	-2.8	-11.1	2.3
COc1ccc(-c2nnc3sc(CN4C(=O)c5ccccc5C4=O)nn23)cc1	.	-0.1	.	3.8	.	2.4	-2.0	-3.6	-1.5
Cc1ccc(CCNC(=O)C2CCCN(c3nc4ccccc4o3)C2)cc1 (stereo not drawn)	-4.4	5.8	-4.0	-0.6	2.2	0.2	2.6	1.6	-3.9
CCOC(=O)/C(=C/c1c(C)n(C)c2ccc([N+](=O)[O-])cc12)C(C)=O	-1.5	16.1	-5.1	15.2	7.6	2.2	2.3	5.5	5.2
COc1ccc(C(=O)NNC(=O)Cc2nc3ccccc3n2C)cc1	.	.	.	.	.	3.9	-4.0	11.1	4.6
Cc1ccc(C(=O)Oc2cc(-c3ccccc3)no2)cc1	3.9	-1.4	-1.9	22.9	8.3	-4.1	6.0	-3.1	-1.0
Cc1ccc(/C=N\NC(=O)COc2ccc(C)cc2[N+](=O)[O-])cc1	-2.3	-6.8	-0.8	10.4	-2.0	4.5	3.2	8.6	12.8*
NC(=O)c1c(N)sc(=S)n1-c1ccccc1	-3.4	-4.7	-0.6	9.4	-4.6	0.9	0.7	-13.9	-4.5
CC(=O)N1CCN(c2ccc(NC(=O)c3ccc(Cl)cc3)cc2)CC1	-1.6	2.7	-0.9	14.6	6.2	-0.9	0.1	17.6	-2.3
CCOc1cccc(-c2c(C(=O)N/N=C(\C)c3cccnc3)nnn2-c2nonc2N)c1	-2.5	17.0	-2.1	-10.3	-2.0	0.4	4.3	-23.8	-6.5
O=C(Nc1ccc2c(c1)OCO2)C1CCCN(S(=O)(=O)Cc2ccccc2)C1 (stereo not drawn)	-6.1	-9.2	-3.3	35.2	-1.0	1.3	3.3	27.0	-3.5
CC(=O)Nc1ccc(S(=O)(=O)NCc2ccc(C)n2C)cc1	-1.9	-1.3	-2.3	15.8	1.2	0.9	-2.9	4.2	-8.4
C=CC(C)n1c(Br)nc2c1c(=O)[nH]c(=O)n2C (stereo not drawn)	-2.6	-11.9	-2.3	18.1	4.8	-2.7	-1.0	8.3	-4.5
CCN1C(=O)/C(=C\N2CCCc3ccccc32)SC1=S	-0.9	-10.6	-3.3	-21.3	-7.5	6.2	-4.0	-5.1	-3.0
Cc1ccccc1C#N	.	.	.	.	.	1.3	-0.2	5.1	7.6
COc1ccc(NC(=O)CN(c2ccc(F)cc2)S(=O)(=O)c2ccccc2)c(OC)c1	-1.3	9.7	-3.2	-18.3	-10.8	6.5	2.5	22.0	-5.6
Fc1ccccc1NC(=S)NCCc1cccc(Cl)c1	-1.6	-30.8	-6.0	-6.4	1.6	1.3	.	18.7	-3.0
O=C(Cn1nnc(-c2ccccc2F)n1)OCC(=O)c1ccccc1	-1.3	-14.6	-1.4	8.8	7.2	9.5	-2.5	3.9	-2.2
N=c1n(CCN2CCOCC2)c2ccccc2n1CC(O)COc1ccccc1 (stereo not drawn)	-1.4	9.4	-1.8	14.6	-3.9	6.7	-0.4	-42.9	-3.6
COc1ccc(S(=O)(=O)N2C(=O)/C(=C3\SC(N)=NC3=O)c3ccccc32)cc1	-3.5	-9.0	-4.3	41.9	6.1	0.6	-7.6	9.1	-6.2
NC(=O)CSc1nc2ccccc2n1Cc1ccccc1F	-1.7	7.3	1.3	-8.8	20.0	5.1	-4.2	-31.1	-2.0
CSc1cccc(NC(=O)CNS(=O)(=O)c2ccccc2)c1	-1.9	-1.4	-0.9	10.2	1.9	2.2	.	5.4	-1.2
COc1ccc(CNC(=O)COc2ccc(C(=O)c3ccc(F)cc3)cc2)cc1	-0.8	-3.4	-1.2	-5.2	-4.5	3.5	5.4	19.0	-0.6
Cc1cccc(C)c1OC(=O)CN1C(=O)c2ccccc2C1=O	-0.1	-5.5	1.6	-4.1	4.0	-0.4	3.0	-0.4	-9.3
CS(=O)(=O)Nc1ccccc1C(=O)OCC(=O)NC1CC1	.	.	.	.	.	-4.8	1.1	4.6	-5.4
CC1CCCN(CC(O)COc2ccc(S(=O)(=O)N3CCCC3)cc2[N+](=O)[O-])C1 (stereo not drawn)	.	.	.	.	.	-1.4	-5.9	9.9	-7.4
COc1cc(OC)c(CN2CCN(c3ccc(F)cc3)CC2)cc1Br	-0.8	-6.2	-0.6	11.5	-24.9	-5.9	-1.6	19.8	-7.0
CCN1/C(=C\c2ccc3cc(C)ccc3[n+]2CC)Sc2cc(C)c(C)cc21	-3.1	-166.5	-0.1	-1.2	-60.1	-169.5	.	-157.0	59.3*
Cc1cc2cc(CNC(=O)Nc3ccccc3)ccc2[nH]1	-2.8	5.7	-1.6	0.4	4.0	-3.3	5.8	-0.8	-6.3
CC(=O)Nc1ccc(N2C(=O)CCC2=O)cc1C	-2.9	5.8	-3.8	0.1	-0.5	3.2	4.5	13.1	2.6
Cc1ccc(C)c(OCC(=O)N(Cc2nnc(-c3ccccc3Cl)o2)C2CC2)c1	.	.	.	.	.	4.1	3.7	9.2	-5.2
Cc1c(C(C)(C)O)[nH]c2ccc(C#N)cc12	-3.5	7.6	-1.6	0.9	-1.6	8.6	1.1	-4.8	-8.9
CSc1ccccc1NC(=O)c1cc(-c2cccnc2)nc2ccc(Br)cc12	6.3*	-13.3	-1.4	37.4	-6.1	-0.1	0.1	36.2	0.3
CC1CCN(C(=O)CCc2nnc3ccc(NCc4ccco4)nn23)CC1	-3.6	2.0	-1.1	6.3	4.6	0.9	5.9	-3.3	-0.2
Cc1ccc(/C=N/NC(=O)CSc2nc3ccccc3n2Cc2ccc(Cl)cc2)o1	-3.0	4.2	-3.0	-10.5	-0.7	2.4	4.1	8.6	0.5
Cc1cc(C(=O)NCC(=O)OCC(=O)NCC2CCCO2)ccc1[N+](=O)[O-] (stereo not drawn)	.	.	.	.	.	0.2	5.0	3.1	-1.7

# Screening data as filed in PubChem.
